Assay outcomes: PubChem, several laboratories
CHRM4 antagonist – CHRM4 antagonism in calcium assay; P08173; CHO-hM4 cells, ACh EC80, Fluo-8 calcium fluorescence; inhibition, % at 3 µM; 360,000 tested, 0.73% active; AID 624125;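 active means inhibition above its plate's cutoff, the mean inhibition of sample wells plus 3 SD, cut at about 27% in these data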;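 further: 0% = acetylcholine EC80 with DMSO and 100% = DMSO without agonist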
Target sequence (P08173 whole entry, looked up): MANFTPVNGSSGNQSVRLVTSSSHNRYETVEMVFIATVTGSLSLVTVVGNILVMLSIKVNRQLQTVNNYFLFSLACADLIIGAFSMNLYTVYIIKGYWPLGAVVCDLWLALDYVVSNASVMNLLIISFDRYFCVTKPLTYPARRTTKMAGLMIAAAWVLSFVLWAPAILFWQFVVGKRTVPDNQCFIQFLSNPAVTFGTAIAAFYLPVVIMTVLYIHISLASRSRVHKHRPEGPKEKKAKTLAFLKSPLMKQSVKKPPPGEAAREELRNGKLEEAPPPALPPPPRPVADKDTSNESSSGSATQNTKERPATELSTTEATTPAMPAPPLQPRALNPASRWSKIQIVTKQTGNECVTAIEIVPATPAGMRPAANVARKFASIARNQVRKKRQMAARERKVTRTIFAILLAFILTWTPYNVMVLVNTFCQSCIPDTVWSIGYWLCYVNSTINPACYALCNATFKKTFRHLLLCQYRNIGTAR
CHRM4 PAM – potentiates acetylcholine response at human M4 receptor. activation, % at 3 µM. AID 624126. P08173. 360,000 tested, 0.4% active. CHO-K1 hM4/Gqi5, Fluo-8 calcium fluorescence, ACh EC20; 0% = ACh EC20, 100% = maximal ACh;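 active means activation above its plate's cutoff, the mean activation of sample wells plus 3 SD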; further: some results filed as inactive read as strong as hits
M5 ag – agonists of human muscarinic M5 receptor (CHRM5). 360,000 tested, 0.19% active. CHO-K1 hM5 cells, Fluo-8 calcium fluorescence; 0% DMSO wells, 100% maximal acetylcholine response. P08912. activation, % at 3 µM;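 active means activation above the run's mean over test compounds plus 3 SD, cut at about 23% in these data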;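 further: signal is peak over basal fluorescence ratio across the kinetic read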
Target sequence (P08912 whole entry, looked up): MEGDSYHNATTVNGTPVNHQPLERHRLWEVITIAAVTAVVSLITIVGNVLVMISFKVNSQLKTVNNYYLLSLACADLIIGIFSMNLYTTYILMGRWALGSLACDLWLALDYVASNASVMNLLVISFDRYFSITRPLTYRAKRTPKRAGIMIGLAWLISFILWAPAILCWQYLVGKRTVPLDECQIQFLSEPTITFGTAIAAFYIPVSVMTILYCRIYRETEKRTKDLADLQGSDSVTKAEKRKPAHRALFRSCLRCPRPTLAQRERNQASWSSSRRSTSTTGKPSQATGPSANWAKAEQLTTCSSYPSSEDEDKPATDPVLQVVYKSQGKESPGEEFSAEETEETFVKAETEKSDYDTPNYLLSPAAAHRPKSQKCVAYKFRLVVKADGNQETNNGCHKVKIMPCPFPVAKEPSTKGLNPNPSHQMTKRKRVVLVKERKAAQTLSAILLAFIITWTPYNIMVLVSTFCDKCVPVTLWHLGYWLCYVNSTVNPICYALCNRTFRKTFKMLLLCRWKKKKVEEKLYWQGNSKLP
IDE cell inh – inhibitors of human insulin-degrading enzyme in cells; P14735; HEK cells, FAbetaB cleavage, fluorescence polarization; inhibition, % at 5.59 µM; 320,000 tested, 0.41% active;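 active means percent inhibition above the average of all tested compounds plus 3 SD, set per screening campaign, cut at about 16% in these data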;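 further: IDE supplied by intact live HEK cells; FP after avidin binding of uncleaved biotin substrate so inhibition keeps polarization high; 0% = DMSO wells and 100% = 60 µM reference IDE inhibitor Ii1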
CHRM5 antagonist – CHRM5 antagonism in calcium assay | P08912 | 360,000 tested, 0.59% active | CHO-hM5 cells, Fluo-8 calcium fluorescence, ACh EC80 | inhibition, % at 3 µM;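 active means inhibition above a per-plate cutoff, the mean of that plate's test compounds plus 3 SD, cut at about 27% in these data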;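 further: 0% = acetylcholine EC80 with DMSO and 100% = DMSO without agonist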
CRFBP-R2 block – antagonists of CRF-binding protein/CRF-R2 receptor complex | HEK293 CRF-R2/CRF-BP, CRF-induced calcium fluorescence | inhibition, % at 11.8 µM | 350,000 tested, 0.59% active | AID 588475;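 active means inhibition of the ligand-induced calcium signal above about 50% at the single tested concentration, limit read from the data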
CHRM5 PAM – CHRM5 positive allosteric modulation; CHO-K1 hM5, Fluo-8 calcium, ACh EC20 PAM; 0% = ACh EC20, 100% = ACh EC100; activation, % at 3 µM; 360,000 tested, 0.3% active;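 active means activation above the run cutoff, the mean activation of all test compounds plus 3 SD, cut at about 18% in these data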
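Probe or stimulus: acetylcholine, EC20 level; Assay system: human M5 receptor in CHO-K1 cells; Schedule: compound preincubation 140 s before EC20 acetylcholine addition; Technique: intracellular calcium via Fluo-8 fluorescence; Dosing: single-point, 3 µM nominal; Read-out basis: percent activation from peak-over-basal fluorescence ratio, scaled EC20-to-EC100 acetylcholine; Repeats: one well per compound, no replicates.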
M4 ag – CHRM4 agonism in calcium assay. P08173. activation, % at 3 µM. 360,000 tested, 0.14% active. CHO-K1 hM4/Gqi5, Fluo-8 calcium fluorescence; vehicle 0%, full acetylcholine response 100%;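 active means activation above the run mean over all test wells plus 3 SD, cut at about 32% in these data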;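 further: peak over basal fluorescence ratio per well then scaled between controls; 0% = DMSO wells and 100% = acetylcholine at EC100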
CRFR2-BP ag – agonists of human CRF-binding protein/CRF-R2 receptor complex. HEK293 CRF-R2/CRF-BP, calcium dye fluorescence (FLIPR); percent of saturating CRF peptide response. activation, % at 13.2 µM. 350,000 tested, 0.46% active;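 active means activation of at least 50%, plus an integration ratio under a set limit after plate pattern correction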;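 further: plate controls were neutral control wells without compound for no effect and CRF at EC100 for full effect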
Numbers without * were called inactive; . = no result given.

SMILES	CHRM4 antagonist	CHRM4 PAM	M5 ag	IDE cell inh	CHRM5 antagonist	CRFBP-R2 block	CHRM5 PAM	M4 ag	CRFR2-BP ag
Cc1ccc(CNC(=O)CCC2CCCN(Cc3cccc4ncccc34)C2)o1 (stereo not given)	1	-4	-2	2	2	-5	2	0	4.5
COc1ccc(C)cc1S(=O)(=O)N1CCN(c2ccccc2)CC1	-19	1	-5	2	-4	5	9	4	1.3
CCOc1ccc(NC(=O)C(CC(=O)O)Cc2ccccc2)cc1 (stereo not given)	-5	0	2	6	2	3	-2	0	-1.3
O=C(NCc1ccc2c(c1)OCO2)c1ccc(N2CCCCCC2)c([N+](=O)[O-])c1	5	-5	-4	-3	9	46	-8	0	-1.1
O=C(Cc1ccc([N+](=O)[O-])cc1)Nc1ccc2c(c1)CCC2	-12	-7	-4	6	1	2	1	1	-1.0
COc1ccc(NS(=O)(=O)c2cc(NS(=O)(=O)c3cc(C(=O)O)ccc3OC)ccc2C)cc1	9	0	1	.	8	-3	-5	0	0.0
COc1ccc(OC)c(C2=Nn3c(nnc3-c3ccncc3)SC2)c1	6	4	2	-1	0	-3	0	1	0.2
C=CCOC(=O)C1=C(C)Nc2nnnn2C1c1cccc(OC)c1OC (stereo not given)	4	8	1	5	-1	-10	3	3	0.8
CCCCOc1ccc(N2C(=O)CC(NCc3ccncc3)C2=O)cc1 (stereo not given)	3	-2	1	1	8	3	3	0	-0.3
COc1ccc(C(=O)Nc2ccc(S(=O)(=O)Nc3nccnc3OC)cc2)cc1	-2	6	-2	1	-2	6	3	1	-0.6
COc1ccc(N2CCCC2=O)cc1S(=O)(=O)N1CCOCC1	9	1	0	.	6	-4	-3	0	-1.9
Cc1nnc(C)c2c(C)n(Cc3ccc4c(c3)OCO4)c(C)c12	14	-12	-7	3	-6	-8	-1	0	4.2
O=C(COC(=O)c1cccc(S(=O)(=O)NCc2ccccc2)c1)c1ccccc1	16	-24	0	0	14	-3	-17	16	-2.1
O=S1(=O)CC(N2CC=CC2)CN1Cc1cn(Cc2ccc(F)cc2)nn1 (stereo not given)	-22	13	2	.	-6	.	3	1	.
CC1=C(C(=O)N2CCCCCC2)CC(CC(=O)NCCN2CCOCC2)C(=O)N1Cc1ccccc1 (stereo not given)	2	-2	2	.	8	.	2	0	.
NC(=O)C1CCN(C(=O)C2CCN(S(=O)(=O)c3ccccc3)CC2)CC1	-1	4	2	3	2	15	0	0	-4.0
CCCc1ccc(C(O)c2ncc(-c3cccc(C)c3)[nH]2)cc1 (stereo not given)	-10	-3	0	.	-4	.	-1	4	.
N/C(Cc1cccs1)=N\OC(=O)COc1ccc(Cl)cc1Cl	3	1	-11	-4	-3	13	-2	-2	-0.5
CC(=O)N1N=C(c2ccc(Br)cc2)CC1c1cccc([N+](=O)[O-])c1 (stereo not given)	-11	9	-2	.	1	-20	-2	3	0.6
CCCCNC(=O)C1(C)CCN1C(=O)c1ccc(OC)c(F)c1 (stereo not given)	-21	5	-2	.	-5	.	-2	1	.

Profiles, quoted from the list.
Record of O=C(COC(=O)c1cccc(S(=O)(=O)NCc2ccccc2)c1)c1ccccc1 : CHRM4 antagonist = 16; CHRM4 PAM = -24; M5 ag = 0; IDE cell inh = 0; CHRM5 antagonist = 14; CRFBP-R2 block = -3; CHRM5 PAM = -17; M4 ag = 16; CRFR2-BP ag = -2.1
Record of O=C(Cc1ccc([N+](=O)[O-])cc1)Nc1ccc2c(c1)CCC2 : CHRM4 antagonist = -12; CHRM4 PAM = -7; M5 ag = -4; IDE cell inh = 6; CHRM5 antagonist = 1; CRFBP-R2 block = 2; CHRM5 PAM = 1; M4 ag = 1; CRFR2-BP ag = -1.0
Record of COc1ccc(OC)c(C2=Nn3c(nnc3-c3ccncc3)SC2)c1 : CHRM4 antagonist = 6; CHRM4 PAM = 4; M5 ag = 2; IDE cell inh = -1; CHRM5 antagonist = 0; CRFBP-R2 block = -3; CHRM5 PAM = 0; M4 ag = 1; CRFR2-BP ag = 0.2

An excerpt from above in order of the CHRM4 PAM value, rising:
SMILES	CHRM4 antagonist	CHRM4 PAM	M5 ag	IDE cell inh	CHRM5 antagonist	CRFBP-R2 block	CHRM5 PAM	M4 ag	CRFR2-BP ag
Cc1nnc(C)c2c(C)n(Cc3ccc4c(c3)OCO4)c(C)c12	14	-12	-7	3	-6	-8	-1	0	4.2
CCCc1ccc(C(O)c2ncc(-c3cccc(C)c3)[nH]2)cc1 (stereo not given)	-10	-3	0	.	-4	.	-1	4	.
CC(=O)N1N=C(c2ccc(Br)cc2)CC1c1cccc([N+](=O)[O-])c1 (stereo not given)	-11	9	-2	.	1	-20	-2	3	0.6

Remaining list, next part.
SMILES	CHRM4 antagonist	CHRM4 PAM	M5 ag	IDE cell inh	CHRM5 antagonist	CRFBP-R2 block	CHRM5 PAM	M4 ag	CRFR2-BP ag
COc1ccc(-c2noc(C3CCCN(C(=O)CCc4ccccc4)C3)n2)cc1 (stereo not given)	-3	0	-3	-2	-2	-9	-9	1	0.3
CC(=O)Nc1ccc(OCCC[n+]2ccccc2)cc1	11	-11	-4	1	12	7	-7	0	1.3
Cc1cccc(CNc2ccc(C(CC(N)=O)NC(=O)c3ccccc3)cc2[N+](=O)[O-])c1 (stereo not given)	-15	6	-2	4	6	1	0	3	-2.1
NC(=O)C1c2ccccc2CSc2ccccc21 (stereo not given)	-2	17	-4	-4	0	-3	2	0	-1.9
COc1ccc(CC(=O)Nc2ccc(S(=O)(=O)Nc3cc(C)on3)cc2)cc1	-1	5	-12	7	0	-5	4	0	-1.1
CCC1(c2ccccc2)NC(=O)N(CC(=O)Nc2ccc(S(N)(=O)=O)cc2)C1=O (stereo not given)	-1	-1	-3	-5	9	-15	2	0	2.7
CC(c1ccccc1)N1CC(C(=O)NC2CCCC2)CC1=O (stereo not given)	4	-3	1	3	-5	10	1	1	-0.8
COC(=O)c1ccccc1NC(=S)NC(=O)c1ccccc1C	13	-6	-2	-1	-5	-29	-2	-2	0.8
Cc1cc(C(=O)N2CCc3ccccc32)ccc1[N+](=O)[O-]	1	0	0	.	6	-5	-4	0	-0.2
COc1ccc(CC(=O)Nc2ccc(S(=O)(=O)N3CCC(C)CC3)cc2)c(OC)c1	1	-4	1	-7	6	-5	-2	9	2.3
CN1CCN(S(=O)(=O)c2cccc(C(=O)N(Cc3ccccc3)c3ccccc3)c2)CC1	-7	1	-2	2	4	11	3	3	-0.7
Cc1nc(=O)c(-c2ccccc2)c(C)n1-c1ccccc1	-5	10	2	1	-24	9	0	1	-0.7
CCOC(=O)C1=C(COC(=O)C2CC(=O)N(c3ccc(C)cc3)C2)NC(=O)NC1C (stereo not given)	-3	-1	-1	3	-1	3	1	1	-0.8
CC(=O)Nc1ccc(C(=O)COC(=O)CCc2ccccc2)c(F)c1	5	2	7	-3	5	1	-1	8	0.5
CCc1ccc(/C=N/NC(=O)c2nnn(-c3nonc3N)c2CN2CCc3ccccc32)cc1	6	-10	-5	8	23	-18	-5	0	0.7
O=C1C(=O)N(CCOCCO)C(c2ccccn2)/C1=C(\O)c1ccccc1 (stereo not given)	-3	5	-4	-1	-4	-10	3	0	0.0
CCC(=O)N[C@@H]1C=C[C@@H](CC(=O)NCc2ccccc2F)O[C@@H]1CO	4	-4	1	.	10	.	-4	0	.
CCOc1ccc(/C=N/NC(=O)Nc2ccccc2)cc1	-9	-1	-10	3	0	0	5	2	-0.2
Cc1ccc(OCC(=O)Nc2cc(S(=O)(=O)N3CCCCC3)ccc2C)c([N+](=O)[O-])n1	-10	2	-2	11	7	-32	-2	2	4.6
CC(C(=O)NCc1cccs1)N1C(=O)c2ccccc2C1=O (stereo not given)	-4	2	-3	8	-5	-3	4	0	1.2

The list goes on, starting with the last 2 of the part before.
SMILES	CHRM4 antagonist	CHRM4 PAM	M5 ag	IDE cell inh	CHRM5 antagonist	CRFBP-R2 block	CHRM5 PAM	M4 ag	CRFR2-BP ag
Cc1ccc(OCC(=O)Nc2cc(S(=O)(=O)N3CCCCC3)ccc2C)c([N+](=O)[O-])n1	-10	2	-2	11	7	-32	-2	2	4.6
CC(C(=O)NCc1cccs1)N1C(=O)c2ccccc2C1=O (stereo not given)	-4	2	-3	8	-5	-3	4	0	1.2
Cc1ccc2nc(/C(C#N)=C\c3ccc(N4CCOCC4)o3)[nH]c2c1	6	-6	6	48*	9	14	-4	5	7.3
COc1ccc(OC)c(NC(=O)N2CCc3ccccc3C2)c1	1	0	-1	1	1	14	2	1	-3.7
COc1ccccc1CN1CCCC(CNC(=O)c2cccc3ccccc23)C1 (stereo not given)	16	-11	-16	4	-9	5	2	0	-0.4
CCOC(=O)CC(=O)CSc1ccc2nnc(-c3ccc(C)cc3)n2n1	-1	-4	-1	5	3	13	-4	0	0.2
CCOc1ccc(NC(=S)NNC(=O)c2cc(Br)ccc2Cl)cc1	-4	0	-2	3	4	-2	-9	3	0.8
CCC1(c2ccccc2)NC(=O)N(CC(=O)Nc2cccnc2Cl)C1=O (stereo not given)	-3	6	4	-3	-1	-9	-1	2	5.4
CC(=O)NC(CC(=O)NC1CCCCC1)c1ccccc1 (stereo not given)	11	0	-3	-1	5	4	-3	0	-1.2
Cn1ccc2c(-c3ccc(F)cc3F)cc3c(c21)C1CCC3C1 (stereo not given)	-19	13	3	.	7	.	-4	0	.
Cc1ccc(NC(=O)C(C)OC(=O)Cc2c[nH]c3ccccc23)cc1S(=O)(=O)N1CCOCC1 (stereo not given)	-17	-1	1	4	11	-2	-13	8	1.0
COc1ccc(N2CCN(Cc3cc(=O)oc4cc(C)c(Cl)c(C)c34)CC2)cc1	-14	9	-6	2	-11	16	1	1	2.5
COc1ccc(NC(=O)C2COc3ccccc3O2)cc1S(=O)(=O)N1CCOCC1 (stereo not given)	5	-5	4	1	-11	-4	1	7	0.2
Cc1ccsc1C(=O)N1CCC1(C)C(=O)NCc1cccnc1 (stereo not given)	3	7	1	.	3	.	-2	0	.
FC(F)(F)c1ccc(-c2nc(=S)[nH][nH]2)cc1	-4	-24	-1	-3	22	-15	-17	0	2.2
Cc1ccc(S(=O)(=O)Nc2ccccc2C(=O)Nc2nc(-c3ccc(F)cc3)cs2)cc1	21	-24	6	-3	38*	77*	-18	12	22
O=C(C(=O)c1cc(Br)ccc1O)c1cc(Br)ccc1O	9	-4	8	.	27	48	-23	11	44
CCCc1nc2oc3c(NCC(C)O)ncnc3c2c2c1CCCC2 (stereo not given)	-2	1	-1	-4	7	-13	-4	2	-0.2
O=C(CN1C(=O)NC(Cc2c[nH]c3ccccc23)C1=O)NCCc1ccccc1 (stereo not given)	-5	1	-2	0	-7	-58	7	0	-2.4
COc1ccc(CNC(=O)CSc2nnc3c(n2)[nH]c2ccc(C)cc23)cc1	14	-9	-3	0	10	8	-5	2	0.1
CC(C)CN(CC(C)C)C(=O)C12CCC(C)(C(=O)O1)C2(C)C (stereo not given)	5	0	1	5	6	16	0	0	-1.8
